Screening data as filed in PubChem BioAssay.
TLR4-MyD88 inh = blocks binding of human TLR4 to MyD88 | O00206 | Cell-based TLR4-MyD88 binding inhibition assay | inhibition, % at 10 µM | 16,000 compounds, 0.06% hits; in the data active means inhibition above about 45%
Luminol counter = luminol signal inhibition, Nox1 inhibitor counter-screen; HRP/luminol/H2O2 chemiluminescence counterscreen; inhibition, % at 6.7 µM; 16,000 compounds, 0.4% hits; AID 1823; further: reference of the scale not given here
rat GALR2 agon = GALR2 (rat) receptor agonism; activation, % at 10 µM; 16,000 compounds, 0.5% hits; cell-based GALR2 agonist screen; AID 833; in the data active means activation above about 15%
OPRK1 antag MB = antagonists of human kappa opioid receptor OPRK1, Maybridge library | P41145 | 16,000 compounds, 0.4% hits | OPRK1 cells, antagonist mode, fluorescence readout | inhibition, % at 9 µM; in the data active means inhibition above about 50%
NOTCH agonist = NOTCH pathway agonism. activation, % at 2.5 µM. 15,000 compounds, 0.4% hits. AID 434982. NOTCH signaling luciferase reporter cells, luminescence; in the data active means activation above about 2.2%
PME-1 Maybridge = PME-1 (human) inhibition, Maybridge primary screen; Q9Y570; recombinant PME-1, FP-Rh probe fluorescence polarization; inhibition, % at 9 µM; 16,000 compounds, 0.5% hits; AID 2291; in the data active means inhibition above about 30%
Target sequence (Q9Y570 whole entry, looked up): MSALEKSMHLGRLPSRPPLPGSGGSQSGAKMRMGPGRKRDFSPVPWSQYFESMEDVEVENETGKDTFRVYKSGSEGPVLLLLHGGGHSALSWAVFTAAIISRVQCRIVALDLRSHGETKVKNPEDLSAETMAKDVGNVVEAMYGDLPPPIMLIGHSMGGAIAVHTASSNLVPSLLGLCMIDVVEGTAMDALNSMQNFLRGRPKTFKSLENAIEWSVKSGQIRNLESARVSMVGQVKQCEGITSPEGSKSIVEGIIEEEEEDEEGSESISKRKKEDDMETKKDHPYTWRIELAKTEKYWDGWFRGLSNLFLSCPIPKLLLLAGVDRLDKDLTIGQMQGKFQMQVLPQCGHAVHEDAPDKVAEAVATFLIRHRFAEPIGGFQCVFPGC
Nox1 inhibitor = inhibitors of human NADPH oxidase 1 (Nox1); Q9Y5S8; HT29 cells, luminol chemiluminescence ROS; inhibition, % at 6.7 µM; 16,000 compounds, 0.81% hits
S1P1 ag = S1P1 (human) receptor agonism; activation, % at 4.5 µM; P21453; S1P1 agonist cell-based reporter assay; AID 1044; 16,000 compounds, 1.5% hits; in the data active means activation above about 80%
Target sequence (P21453 whole entry, looked up): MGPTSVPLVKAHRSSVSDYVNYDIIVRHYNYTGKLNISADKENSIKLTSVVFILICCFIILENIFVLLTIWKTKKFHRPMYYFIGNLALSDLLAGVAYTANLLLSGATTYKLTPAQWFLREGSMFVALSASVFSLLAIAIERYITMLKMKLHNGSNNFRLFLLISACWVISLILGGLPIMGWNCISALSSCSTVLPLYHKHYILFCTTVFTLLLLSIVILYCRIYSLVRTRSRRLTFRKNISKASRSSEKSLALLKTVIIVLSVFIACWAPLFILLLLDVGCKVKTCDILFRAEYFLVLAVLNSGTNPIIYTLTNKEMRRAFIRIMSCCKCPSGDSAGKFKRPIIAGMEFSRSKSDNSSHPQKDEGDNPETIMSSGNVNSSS
Active calls of the source: *; · = not tested or not shown. Unless noted, no stated cut-off is given here; in the data, active means inhibition above about 75%; inactive means the rest.

SMILES | TLR4-MyD88 inh | Luminol counter | rat GALR2 agon | OPRK1 antag MB | NOTCH agonist | PME-1 Maybridge | Nox1 inhibitor | S1P1 ag
CC(C)(C)c1csc(=Nc2ccc(F)cc2F)o1 | -4.4 | 2.1 | -5.2 | -19.6 | -0.1 | -0.9 | -27.6 | -7.0
N#CCCN(Cc1ccco1)S(=O)(=O)c1cccc2nsnc12 | 1.1 | 2.2 | -5.4 | 6.2 | 0.1 | -5.2 | -44.9 | -7.6
O=C(CN1C(=O)c2ccccc2C1=O)N1CC=C(c2ccccc2)CC1 | -5.1 | 0.1 | -6.3 | -1.7 | -0.8 | -0.2 | -46.3 | 7.8
CCOC(=O)c1ccc2nc(/N=C/NO)sc2c1 | -8.2 | 5.0 | -4.4 | 14.1 | -0.8 | -2.2 | 11.4 | -9.0
O=C(CN1CCCCC1)Nc1cc(C(F)(F)F)cc(C(F)(F)F)c1 | -8.3 | 0.4 | -11.8 | -8.9 | 1.1 | 0.5 | 13.5 | -12.3
c1cc(-c2nc3ccccc3[nH]2)nc(-c2nc3ccccc3[nH]2)c1 | 0.7 | 2.3 | -8.7 | -24.1 | -0.4 | -106.3 | -21.7 | -21.3
COc1ccc(C(=O)c2c(N)sc3c2CCN(C(=O)OC(C)(C)C)C3)cc1 | -2.6 | -0.6 | -8.9 | -15.6 | -0.4 | 11.4 | 21.4 | 16.7
COc1cc2ncnc(Sc3ccccn3)c2cc1OC | 5.6 | -0.7 | -6.4 | 3.9 | 0.4 | 0.3 | -32.9 | -8.3
Cc1noc(NC(=O)NC(=O)c2cc(F)c(N(C)C)c(F)c2)c1C | 10.2 | 4.3 | 35.7* | 0.3 | -0.6 | -2.8 | -74.3 | 19.1
CC(=NCCc1ccccc1)C1CCOC1=O (centres undefined) | 8.1 | 0.0 | -0.2 | -11.0 | -0.9 | -1.6 | -56.4 | 114.0*
O=C(O)c1nccnc1C(=O)N1CCCN(c2c(Cl)cncc2Cl)CC1 | -2.4 | -2.7 | -6.4 | -1.2 | -0.6 | 0.7 | -2.5 | -9.3
COc1ccc2[nH]c(C(=O)Nc3ccc(I)cc3F)cc2c1 | 7.9 | -3.6 | -3.7 | 6.2 | · | 1.0 | -62.5 | -15.0
Oc1ccc(Br)cc1CNc1cccc(C(F)(F)F)c1 | 7.9 | 3.4 | -7.0 | -8.1 | -1.0 | -8.3 | -29.5 | -13.2
O=C(CSCC(=O)Nc1ccc(OC(F)(F)F)cc1)NNC(=O)Nc1ccccc1 | 2.2 | 0.7 | -3.6 | -19.3 | · | 2.1 | -22.5 | -15.8
C=CCN1C(=O)NC2(CCCCC2)C1=O | -1.8 | 1.2 | -5.5 | -1.5 | -0.6 | -4.6 | -75.0 | -3.0
COc1cccc(NC(=S)Nc2ccccc2-n2cccc2)c1 | 3.9 | 0.7 | -2.2 | -4.0 | 0.0 | 1.1 | -23.9 | -6.8
S=C(NCCc1ccccc1)N1CCOCC1 | -2.3 | 2.5 | -3.9 | -7.8 | -0.1 | -2.2 | -7.6 | -2.0
Cc1cc(-c2nnc(COc3ccc4c(c3)OCO4)o2)ccc1[N+](=O)[O-] | -5.5 | 3.9 | -1.6 | -6.7 | -0.2 | 7.3 | -16.9 | -6.9
CCOC(=O)c1c(C)[nH]c2ccc(O)cc12 | -7.5 | 69.4 | -4.9 | 4.3 | 0.2 | 7.4 | 8.2 | -3.5
O=C(O)C(Nc1ccc2c(c1)OCO2)c1ccccc1 (centres undefined) | -4.3 | 1.7 | -7.8 | 20.9 | -0.8 | 3.1 | -44.8 | -4.0
CC(Oc1ccc(Cl)cc1Cl)C(=O)O/N=C(\N)CS(=O)(=O)c1ccc(Cl)cc1 (centres undefined) | 3.8 | -0.4 | -9.2 | -13.3 | -0.9 | -1.1 | -17.2 | -10.4
Cc1ccc(C)c2c1c1ccccc1n2C | 2.1 | -1.1 | -7.6 | -1.2 | -0.2 | 2.6 | -28.0 | -3.4
Cn1cc(Br)c(/C=N/Nc2ccc(Cl)cc2Cl)n1 | -6.2 | -4.5 | -10.3 | 6.0 | -0.7 | -8.8 | -0.6 | -3.7
Cc1cn(C(=O)Nc2ccc(Cl)cc2)nc1-c1cccs1 | 2.4 | -2.2 | -5.8 | 4.8 | -0.7 | -2.6 | 24.5 | 4.6
FC(F)(F)COc1ccc(OCC(F)(F)F)c(-c2csnn2)c1 | 1.1 | -6.1 | -4.5 | 0.0 | -0.3 | 0.2 | -18.1 | 5.0
Nc1nc2c(-c3ccccc3)c(C(F)(F)F)sc2s1 | 13.7 | 3.2 | -4.3 | -10.6 | -0.9 | 1.9 | -57.1 | -33.2
COCCCNC(=S)NNC(=O)c1csc(C)n1 | -3.6 | 8.7 | -2.4 | 10.4 | -0.3 | 2.1 | 38.0 | -4.7
Nc1ccccc1SC(CC(=O)c1cccs1)c1cccs1 (centres undefined) | -7.1 | -0.4 | -6.5 | 1.0 | -0.5 | -1.2 | -74.0 | -5.4
Nc1c(Cl)cc(C(=O)Nc2cc(Cl)c(Cl)cc2Cl)cc1Cl | -5.6 | -1.1 | 16.6* | -24.3 | -0.1 | -93.1 | -46.0 | -23.9
CC(=O)CSc1nsc(SCC(C)=O)c1C#N | 2.5 | 34.3 | -7.7 | -5.5 | -0.4 | 1.3 | 0.0 | 5.5
Cc1ccc(-n2nnnc2SCC(=O)c2ccccc2)c(C)c1 | 2.1 | -0.9 | -2.5 | -0.1 | -0.2 | 0.4 | 15.2 | 10.1
Cn1c(SCc2ccccc2)nnc1-c1csc(Cc2ccsc2)n1 | -1.1 | -5.7 | -4.1 | 6.9 | -0.3 | 13.6 | 17.0 | 20.3
N#C/C(=C\NCc1ccccn1)S(=O)(=O)c1ccc(Cl)cc1 | -0.2 | -4.9 | -4.2 | -4.9 | 0.2 | 4.8 | 6.0 | 10.9
CC(C)OC(=O)c1ccc([N+](=O)[O-])cc1 | 9.3 | -6.7 | -1.1 | 14.3 | -6.5 | 8.8 | 6.4 | 5.0
COC(=O)CNC(=O)NC12CC3CC(CC(C3)C1)C2 | 14.4 | 3.3 | -8.0 | -0.9 | 0.0 | -2.0 | -29.2 | -2.5
N#CCCN(Cc1ccccc1)C(=O)CSCC(=O)O | 5.2 | 4.0 | 1.5 | 10.3 | -0.4 | -4.7 | -80.0 | 14.7
CCCc1cc(=O)oc2cc(OC(=O)/C=C/c3cccs3)ccc12 | 1.8 | -2.6 | -3.3 | -11.3 | -0.5 | -1.2 | -25.6 | 1.5
O=C(Nc1ccc(F)c(F)c1)C1CCC1 | 0.5 | -0.1 | -8.6 | -0.8 | -0.5 | -1.0 | -8.6 | -3.6
COc1cc(NC(=O)c2cc(OC)c(OC)c(OC)c2)c(OC)cc1Cl | -3.8 | -5.0 | -5.3 | -5.8 | -0.9 | 5.4 | 13.3 | -18.0
N#CC(=NCc1ccc(Cl)cc1)C1=C(O)c2ccccc2C1=O | 1.4 | -1.8 | -2.7 | 12.7 | 0.0 | 10.2 | 19.3 | 4.7
O=[N+]([O-])c1cccnc1N/N=C/c1cccnc1 | 10.8 | 13.1 | -2.9 | 5.5 | -0.2 | -2.0 | -63.8 | 3.8
O=C(CN1CCN(c2ccccc2)CC1)Nc1nnc(-c2ccco2)s1 | -13.5 | -4.9 | -5.3 | -5.5 | -0.3 | 0.7 | 0.0 | 4.2
O=S(=O)(Cc1ccc(Cl)cc1Cl)CC(O)Cn1ccc(C(F)(F)F)n1 (centres undefined) | -1.9 | -1.6 | -2.6 | 8.5 | 0.8 | 4.1 | -23.8 | 22.6
Cc1cccc(NC(=O)NC(=O)/C=C/c2cccs2)n1 | -11.6 | -3.1 | -4.6 | 8.2 | -0.4 | -9.5 | -5.7 | 1.0
CCOC(=O)c1csc(-c2ccc3nonc3c2)n1 | -1.5 | 3.6 | -4.7 | -17.7 | 0.1 | -3.3 | -39.0 | 8.4
COCCOc1cc2nc[nH]c(=O)c2cc1OCCOC | 4.5 | 1.7 | -2.6 | 1.8 | -0.2 | -9.7 | -39.6 | 6.2
COc1ccc(SCCC(=O)NNS(=O)(=O)c2cccc(Cl)c2)cc1 | 3.1 | 8.0 | -6.9 | -9.6 | -0.7 | -3.1 | -14.5 | -4.3
NC(=O)c1cc2c(s1)-c1cc(Cl)ccc1SC2 | -7.4 | 3.3 | -7.2 | 22.7 | -0.7 | -1.8 | -61.5 | 30.9
CCOc1cccc(/C=N/c2nnc(SC)s2)c1O | -2.5 | 30.5 | -4.5 | -11.4 | -0.3 | -0.1 | -12.9 | -11.1
Cc1cc(/N=C\N(C)C)n2c(nc3ccccc32)c1C#N | 4.4 | -3.9 | -4.5 | 3.6 | -0.8 | 4.1 | -20.9 | -9.9
O=C(O)C1CCC1C(=O)Nc1nnc(C2CC2)s1 (centres undefined) | -13.1 | -3.4 | -6.9 | 7.5 | -1.4 | 4.1 | 12.0 | -0.9
O=C(O)c1oc(C(=O)O)c(OCc2ccccc2)c1OCc1ccccc1 | 4.5 | -1.2 | -4.6 | 10.4 | -0.4 | 0.7 | -52.9 | -0.8
Cc1nc(CSc2n[nH]c(=O)n2-c2cccc(F)c2)cs1 | -2.4 | -1.7 | -6.4 | -2.8 | 0.0 | -0.6 | -18.4 | 2.6
N#Cc1cc(I)c(C#N)c(I)c1 | 14.2 | -0.4 | -3.3 | 14.5 | -0.6 | 7.7 | -17.5 | 17.8
Cc1noc(C)c1C(=O)O/N=C(\N)c1cc(C(F)(F)F)cc(C(F)(F)F)c1 | -1.1 | 2.7 | -5.7 | 7.4 | 0.0 | 0.9 | -17.9 | 4.0
O=C1c2ccccc2C(=O)N1Nc1ccc(N2CCOCC2)cc1 | -0.3 | -3.4 | -1.4 | -0.7 | -0.5 | -0.1 | 2.1 | -9.3
O=C(O)CC1(CC(=O)Nc2ccc(F)cc2)CCCC1 | 0.4 | 1.8 | -7.5 | -14.7 | · | 20.0 | -42.1 | -5.7
O=c1c(N2CCOCC2)c(N2CCOCC2)c1=O | -0.1 | 7.1 | -2.8 | -10.7 | -0.6 | -6.2 | -32.0 | -14.1
Cn1ccnc1SCC(=O)N1CCC(n2cccc2)CC1 | 2.6 | 9.9 | -4.5 | -20.2 | -0.5 | 1.0 | -39.6 | -4.8
NS(=O)(=O)c1ccc(NC(=O)COCC(=O)O)cc1 | 2.1 | -3.4 | -3.9 | 22.8 | -0.1 | 2.9 | -13.6 | -3.6

At a glance, 4 of the compounds above.
SMILES | TLR4-MyD88 inh | Luminol counter | rat GALR2 agon | OPRK1 antag MB | NOTCH agonist | PME-1 Maybridge | Nox1 inhibitor | S1P1 ag
CCOC(=O)c1csc(-c2ccc3nonc3c2)n1 | -1.5 | 3.6 | -4.7 | -17.7 | 0.1 | -3.3 | -39.0 | 8.4
COCCOc1cc2nc[nH]c(=O)c2cc1OCCOC | 4.5 | 1.7 | -2.6 | 1.8 | -0.2 | -9.7 | -39.6 | 6.2
COc1ccc(SCCC(=O)NNS(=O)(=O)c2cccc(Cl)c2)cc1 | 3.1 | 8.0 | -6.9 | -9.6 | -0.7 | -3.1 | -14.5 | -4.3
NC(=O)c1cc2c(s1)-c1cc(Cl)ccc1SC2 | -7.4 | 3.3 | -7.2 | 22.7 | -0.7 | -1.8 | -61.5 | 30.9

(further entries)
SMILES | TLR4-MyD88 inh | Luminol counter | rat GALR2 agon | OPRK1 antag MB | NOTCH agonist | PME-1 Maybridge | Nox1 inhibitor | S1P1 ag
Cc1nc(C)c(-c2ccn(C(=O)c3ccc(C(F)(F)F)cc3)n2)o1 | 1.5 | 4.4 | 4.1 | 8.2 | -0.3 | -3.7 | -39.3 | 1.1
Cc1csc(-c2ccc(Oc3ccc(Cl)cc3)nc2)n1 | -14.4 | 1.6 | -5.9 | -14.2 | · | -1.8 | -7.3 | 16.6
CCCCCc1ccc(C(=O)NC(=S)Nc2c(C(=O)OCC)cnn2C)cc1 | -6.1 | 6.7 | -2.0 | -8.6 | -0.3 | 0.6 | -9.5 | -22.4
CC(C)(C)c1ccc(NC(=O)c2ccc(N3C(=O)CSCC3=O)cc2)cc1 | · | 1.3 | -6.1 | -0.5 | 0.3 | -39.3 | -60.9 | 93.5*
O/N=C1/Cc2ccccc2OC1c1ccc(F)cc1 (centres undefined) | 6.3 | -0.1 | -5.2 | -4.7 | -0.7 | 0.0 | -29.4 | 4.5

Sorted by value in Nox1 inhibitor (largest number first): 3 from the list above.
SMILES	TLR4-MyD88 inh	rat GALR2 agon	OPRK1 antag MB	NOTCH agonist	PME-1 Maybridge	Nox1 inhibitor	S1P1 ag
Cn1c(SCc2ccccc2)nnc1-c1csc(Cc2ccsc2)n1	-1.1	-4.1	6.9	-0.3	13.6	17.0	20.3
O=C(O)CC1(CC(=O)Nc2ccc(F)cc2)CCCC1	0.4	-7.5	-14.7	·	20.0	-42.1	-5.7
Nc1ccccc1SC(CC(=O)c1cccs1)c1cccs1 (centres undefined)	-7.1	-6.5	1.0	-0.5	-1.2	-74.0	-5.4

These rows are one share of the data. The share of hits here may be higher or lower than overall.
